Compound activity as filed in PubChem BioAssay.
Pf growth 48h = P. falciparum growth inhibition at 48 hours (one generation); P. falciparum luciferase growth in erythrocytes, 48 h; Potency, µM (series often up to 28.7 µM), for the others: top-dose activity change, negative = inhibition, most hits filed as inhibitors; actives 5.9% (n = 310,000)
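Compounds are pin-transferred into medium, infected erythrocytes (2% hematocrit, 0.1% parasitemia final) are added, and plates sit one parasite generation at 37 C in 5% CO2. Detection reagent is then added and luminescence measured.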
LmPK inhibitor = inhibitors of Leishmania mexicana pyruvate kinase. purified LmPK, Kinase-Glo ATP luminescence, 1 h. actives 0.37% (n = 290,000). Potency, µM (doses to about 57.5 µM), for the others: at the highest dose activity change, negative = inhibition, most hits filed as inhibitors. Q27686
Target sequence (Q27686 whole entry, looked up): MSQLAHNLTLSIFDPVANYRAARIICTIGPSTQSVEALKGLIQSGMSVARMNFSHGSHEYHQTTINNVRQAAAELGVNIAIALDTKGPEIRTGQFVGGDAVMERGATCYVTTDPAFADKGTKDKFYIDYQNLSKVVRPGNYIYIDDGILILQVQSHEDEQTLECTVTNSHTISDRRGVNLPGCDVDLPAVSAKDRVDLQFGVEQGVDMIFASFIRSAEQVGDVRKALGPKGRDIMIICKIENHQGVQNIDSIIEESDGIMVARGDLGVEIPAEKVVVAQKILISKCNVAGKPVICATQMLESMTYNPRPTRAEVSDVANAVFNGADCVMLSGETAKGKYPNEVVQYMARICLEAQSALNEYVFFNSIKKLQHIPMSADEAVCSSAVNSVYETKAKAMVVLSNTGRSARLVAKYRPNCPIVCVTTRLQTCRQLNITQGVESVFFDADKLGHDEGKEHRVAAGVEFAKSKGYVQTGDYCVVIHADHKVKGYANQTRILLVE
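Kinase-Glo luminescence read after 1 h RT reaction of 0.1 nM LmPK with 0.5 mM PEP and 0.1 mM ADP. Activity scaled between uninhibited and enzyme-free controls.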
Sm TGR block = S. mansoni TGR enzyme inhibition | Q962Y6 | purified TGR, DTNB reduction, TNB absorbance 405 nm | Potency, µM (titrated, usually from 114 µM), without a hit: at the highest dose activity change, negative = inhibition, hits mostly inhibitors | actives 3% (n = 360,000); note: nearly all actives have a fitted effect of over 60% in size
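TGR 20 nM + NADPH 100 uM (dispensed conc.), cpd preinc 15 min RT; start with NADPH (500 uM addition) then DTNB (15 mM addition). Kinetic TNB absorbance, 405 nm filter. Four-parameter Hill fit across titration.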
HCV inhibitor = HCV inhibition. Huh7.5.1 HCVcc-Cre infection, luciferase reporter, 44 h. Potency, µM (titrated, usually from 41.8 µM), inactives show at the highest dose activity change, negative = inhibition, usual class: inhibitors. actives 3.4% (n = 340,000). AID 651820
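A cell-based infection assay in which seeded cells (1,000 per well) receive test compound after 4 h, are inoculated with HCVcc-Cre at approximately 0.5 moi, and are incubated 44 h before luminescence detection.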
Pf growth 96h = P. falciparum growth inhibition at 96 hour, primary screen for plastid delayed-death inhibitors | P. falciparum luciferase reporter growth, 96 h | Potency, µM (doses to about 28.7 µM), without a hit: at the top dose activity change, negative = inhibition, hits mostly inhibitors | actives 6.9% (n = 320,000) | AID 504834
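Readout is luminescence from an integrated firefly luciferase in P. falciparum. Red cells, 2% hematocrit and 0.05% parasitemia final, were cultured with compound through two parasite generations (96 hours) at 37 C, 5% CO2.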
Tb PYK inh = blocks Trypanosoma brucei pyruvate kinase | AID 624173 | Q57TT1 | Potency, µM (highest dose often 76.8 µM), for inactives: at the top dose activity, negative = inhibition, usual class: inhibitors | actives 0.12% (n = 410,000) | TbPYK enzyme, Kinase-Glo Plus ATP luminescence, 45 min; note: nearly all actives have a fitted effect of over 50% in size
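T. brucei PYK with substrate was exposed to pin-transferred compounds across a concentration series, then started with 130 uM ADP (final). After 45 min at room temperature, Kinase-Glo Plus luminescence was read, normalized and curve-fitted.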
* marks the source's active call; other numbers are inactive results; & = joins results of further samples; [ ] = dose if it differs, or a comment. Calls come from the whole dose curve; as a rule, active = well fitted curve in the direction sought with a large enough effect; inconclusive = small, poorly fitted or top-dose-only effect, or another doubt; inactive = no such curve, though single readings can be large; an effect the other way counts as inactive or inconclusive. % is set by controls: 0 for no effect and ±100 for the full control effect; potency is the fitted concentration of half-maximal effect.

Screening CCCCC(c1nnnn1C1CCCC1)N1CCN(C2CCCCC2)CC1 (stereo not given) returned Pf growth 48h -16%, LmPK inhibitor 0%, Sm TGR block 4%, HCV inhibitor -9% and Tb PYK inh -3%.
For O=C(CCNS(=O)(=O)c1cccc2nonc12)NCc1cccs1 the results were Pf growth 48h 12%, LmPK inhibitor -10%, Sm TGR block 0%, HCV inhibitor 1% and Tb PYK inh -5%.
Cc1ccc(S(=O)(=O)N2CCN(C(=O)COC(=O)CCCOc3ccccc3)CC2)c(C)c1 was read as Pf growth 48h inconclusive, Sm TGR block 1%, HCV inhibitor 14%, Pf growth 96h inconclusive and Tb PYK inh 0%.
For Cc1cccn2c(=O)c3cc(C#N)c(=NC(=O)c4cccs4)n(CC(C)C)c3nc12 the results were Pf growth 48h 58%[activator], LmPK inhibitor 3%, Sm TGR block -4%, HCV inhibitor -14%, Pf growth 96h 3% and Tb PYK inh 4%.
Screening NC(N)=N/N=C/c1ccc(Cl)c(Cl)c1 returned Pf growth 48h inconclusive, LmPK inhibitor -7%, Sm TGR block 4%, HCV inhibitor 2%, Pf growth 96h inconclusive and Tb PYK inh -7%.
Screening Cc1cc(=O)c(C(=O)O)cn1Nc1ccc(F)cc1 returned LmPK inhibitor 0%, Sm TGR block 4%, HCV inhibitor -2%, Pf growth 96h 4% and Tb PYK inh 6%.
For CN1C(=O)C(=O)/C(=C(/O)c2ccc(Br)cc2)C1c1ccc(F)cc1 (stereo not given) the results were Pf growth 48h 16%, LmPK inhibitor -2%, Sm TGR block 1%, HCV inhibitor 21%, Pf growth 96h -13% and Tb PYK inh -1%.
O=c1c(O)c(-c2ccc(O)cc2O)oc2cc(O)cc(O)c12 was read as Pf growth 48h -10%, LmPK inhibitor 15%, Sm TGR block -5%, HCV inhibitor -12%[8.37 µM] and Pf growth 96h -10%.
O=C(Nc1cccnc1)c1sc(Nc2ccccc2F)nc1-c1ccccc1 was read as Pf growth 48h -8%, LmPK inhibitor 1%, Sm TGR block 7%, HCV inhibitor 0%, Pf growth 96h 24% and Tb PYK inh 2%.
Screening COc1cccc(NC(=O)[C@@H](NC(=O)N2CCn3c2nc2ccccc23)C(C)C)c1 returned Pf growth 48h inconclusive, LmPK inhibitor 3%, Sm TGR block 6%, HCV inhibitor -28%, Pf growth 96h inconclusive and Tb PYK inh -7%.
Screening CC(C)c1ccc(N(CC(=O)NCCc2ccccc2)C(=O)c2csnn2)cc1 returned Pf growth 48h -11%, LmPK inhibitor 3%, Sm TGR block -6%, HCV inhibitor inconclusive, Pf growth 96h 6% and Tb PYK inh 4%.
`CC(=O)N1N=C2C3CCN(CC3)C2C1c1ccccc1` (stereo not given) gave Pf growth 48h 0%, LmPK inhibitor 0%, Sm TGR block 9%, HCV inhibitor -7%, Pf growth 96h 35%[activator] and Tb PYK inh -9%.
For CC(OC(=O)c1ccncc1)C(=O)Nc1cccc(Cl)c1 (stereo not given) the results were Pf growth 48h 1%, LmPK inhibitor -4%, Sm TGR block 3%, HCV inhibitor 19%, Pf growth 96h 64%[activator] and Tb PYK inh -8%.
O=C(/C=C/c1ccco1)N1CCc2ccccc21 was read as Pf growth 48h 275%[activator], LmPK inhibitor 7.9µM*, Sm TGR block 7.9µM*, HCV inhibitor -18%, Pf growth 96h inactive and Tb PYK inh inconclusive.
Screening CC1=CC(C)(C)NC(=S)N1c1cc(C)cc(C)c1 returned Pf growth 48h inconclusive, LmPK inhibitor -4%, Sm TGR block 9%, HCV inhibitor -19%, Pf growth 96h 39%[activator] and Tb PYK inh 3%.
For Cc1sc2ncn(CC(=O)NCCCC(=O)N3CCN(c4ccccc4F)CC3)c(=O)c2c1C the results were Pf growth 48h 17%, LmPK inhibitor -5%, Sm TGR block 2%, HCV inhibitor 1%, Pf growth 96h -28% and Tb PYK inh 2%.
Screening CN(C)CCCNc1cc(C(C)(C)C)nc2c(-c3ccc(Cl)cc3)cnn12 returned Pf growth 48h inconclusive, LmPK inhibitor 7%, Sm TGR block 20%, HCV inhibitor 10µM*, Pf growth 96h inconclusive and Tb PYK inh 1%.
Screening COc1cccc(C(=O)NC(=S)Nc2ccc3[nH]c(=O)[nH]c3c2)c1 returned Pf growth 48h -3%, LmPK inhibitor 10%, Sm TGR block inconclusive, HCV inhibitor 8%, Pf growth 96h 72%[activator] and Tb PYK inh -7%.
For COc1cccc(CC2(CO)CCCN(CC3=Cc4cc(Cl)ccc4OC3)C2)c1 (stereo not given) the results were Pf growth 48h inconclusive, LmPK inhibitor 4%, Sm TGR block 0%, HCV inhibitor -11%, Pf growth 96h inconclusive and Tb PYK inh -7%.
Cc1ccc(-n2nc3c(=O)n(C(C)C(=O)NCCCc4ccccc4)nc(C)c3c2C)cc1 (stereo not given) was read as Pf growth 48h inconclusive, LmPK inhibitor -1%, Sm TGR block -9%, HCV inhibitor inconclusive, Pf growth 96h 8.3µM* and Tb PYK inh 4%.
`C[C@@H]1CCCCCCCCC(=O)OCCN1C(=O)OC(C)(C)C` gave Pf growth 48h 27%, Sm TGR block 3%, HCV inhibitor 15%, Pf growth 96h 30% and Tb PYK inh -10%.
CCOc1ccc2c(c1)c(N=NC(=N)N)c(O)n2C was read as Pf growth 48h 21%, LmPK inhibitor -2%, Sm TGR block -12%, HCV inhibitor 4%, Pf growth 96h 51%[activator] and Tb PYK inh -9%.
For COc1ccc(/C=C/C(=O)NC(=S)NNC(=O)c2cccs2)cc1OC the results were Pf growth 48h 0%, LmPK inhibitor 3%, Sm TGR block -14%, HCV inhibitor inconclusive, Pf growth 96h 8% and Tb PYK inh -12%.
`CCOc1ccc(N(C(=O)CNC(=O)c2ccco2)C(C(=O)NC2CCCC2)c2ccncc2)cc1` (stereo not given) gave Pf growth 48h -11%, LmPK inhibitor -2%, HCV inhibitor 5%, Pf growth 96h -5% and Tb PYK inh 5%.
`O=C(CCC1N=C2c3ccccc3N=C(SCc3cccc(Cl)c3)N2C1=O)NCc1ccco1` (stereo not given) gave Pf growth 48h inconclusive, LmPK inhibitor 2%, Sm TGR block inconclusive, HCV inhibitor inconclusive and Tb PYK inh -3%.
O=C(CN1CCN(Cc2ccccc2Cl)C1=O)N1CCCCCC1 was read as LmPK inhibitor 0%, Sm TGR block 1%, HCV inhibitor 7% and Tb PYK inh -11%.
`CC(C)C(=O)Nc1ccc(-c2ccc3nncn3n2)cc1` gave Pf growth 48h -19%, LmPK inhibitor 1%[11.5 µM], Sm TGR block 15%, HCV inhibitor 7%, Pf growth 96h -24% and Tb PYK inh 6%.
Cc1ccc(-n2nc3c(=O)n(CC(=O)NCc4ccc(C)o4)nc(C)c3c2C)cc1 was read as Pf growth 48h 15%, LmPK inhibitor 6%, Sm TGR block inconclusive, HCV inhibitor inconclusive, Pf growth 96h inconclusive and Tb PYK inh 0%.
For COc1ccc(NC(=O)C2CCC(CNS(=O)(=O)c3csc(C(N)=O)c3)CC2)cc1OC (stereo not given) the results were Pf growth 48h -9%, LmPK inhibitor -1%, Sm TGR block 2%, HCV inhibitor 4%, Pf growth 96h inconclusive and Tb PYK inh 7%.
For O=C(CCCC(=O)N(c1ccc2c(c1)OCCO2)C(C(=O)NC1CCCCC1)c1ccc(Cl)cc1)Nc1ccccn1 (stereo not given) the results were Pf growth 48h inconclusive, LmPK inhibitor 3%, Sm TGR block 1%, HCV inhibitor 13%&7%, Pf growth 96h inconclusive and Tb PYK inh 0%.
For CN(CCN1CCc2ccccc2C1)Cc1nc(-c2ccc3c(c2)OCO3)no1 the results were Pf growth 48h 17%, LmPK inhibitor 1%, Sm TGR block inconclusive, HCV inhibitor 19%, Pf growth 96h inconclusive and Tb PYK inh 1%.
For CCCCOc1ccc(NC(=O)c2cc(F)c(F)cc2Cl)cc1 the results were Pf growth 48h -14%, LmPK inhibitor -1%, Sm TGR block 5%, HCV inhibitor inconclusive, Pf growth 96h inconclusive and Tb PYK inh -2%.
`CCOC(=O)c1c(NC(=O)CSc2ncn[nH]2)sc(C(=O)N(C)C)c1C` gave Pf growth 48h inconclusive, Sm TGR block -15%, HCV inhibitor -2%, Pf growth 96h inconclusive and Tb PYK inh -3%.
Screening COc1ccc(CC(NC(C)=O)C(=O)NC2CCN(C(=O)c3ccc([N+](=O)[O-])cc3)CC2)cc1OC (stereo not given) returned Pf growth 48h 0%, LmPK inhibitor -2%, Sm TGR block -8%, HCV inhibitor 8%, Pf growth 96h 7% and Tb PYK inh 6%.
O=C(COC(=O)Cc1ccsc1)Nc1ccc(Cl)cn1 was read as Pf growth 48h 6%, Sm TGR block -3%, HCV inhibitor -1%, Pf growth 96h -13% and Tb PYK inh -15%.
`CC(C)CN(C#N)c1nc(N2CCOCC2)nc(N2CCOCC2)n1` gave Pf growth 48h inconclusive, LmPK inhibitor 5%, Sm TGR block 16%, HCV inhibitor inconclusive, Pf growth 96h 5% and Tb PYK inh 0%.
For Cc1cc(-c2nnco2)c(C)n1-c1ccccc1 the results were Pf growth 48h 48%[activator], LmPK inhibitor 3%, Sm TGR block -20%, HCV inhibitor 17%, Pf growth 96h inconclusive and Tb PYK inh -8%.
Screening Cc1noc(NS(=O)(=O)c2ccc(NC(=O)C(C)C)cc2)c1C returned Pf growth 48h 11%, LmPK inhibitor -6%, Sm TGR block 25µM*, HCV inhibitor 8%, Pf growth 96h -25% and Tb PYK inh 2%.
C(=N\n1cnc2ccccc21)/c1cccnc1 was read as LmPK inhibitor -6%, Sm TGR block 5%, HCV inhibitor -9%, Pf growth 96h -4% and Tb PYK inh 0%.
Screening CC(=O)Nc1ccc(NC(=O)C(C)Oc2ccccc2C(=O)NCc2ccccc2)cc1 (stereo not given) returned Pf growth 48h inconclusive, Sm TGR block 0%, HCV inhibitor -4%, Pf growth 96h inconclusive and Tb PYK inh 0%.
`O=C1CCN(C(=O)CNC(=O)Cc2ccccc2)CC1` gave Pf growth 48h inconclusive, LmPK inhibitor 2%, Sm TGR block -18%, HCV inhibitor inconclusive, Pf growth 96h 22% and Tb PYK inh 4%.

Gathered by group: those above containing a furan ring, fused or not
O=C(/C=C/c1ccco1)N1CCc2ccccc21 was read as Pf growth 48h 275%[activator], LmPK inhibitor 7.9µM*, Sm TGR block 7.9µM*, HCV inhibitor -18%, Pf growth 96h inactive and Tb PYK inh inconclusive.
`CCOc1ccc(N(C(=O)CNC(=O)c2ccco2)C(C(=O)NC2CCCC2)c2ccncc2)cc1` (stereo not given) gave Pf growth 48h -11%, LmPK inhibitor -2%, HCV inhibitor 5%, Pf growth 96h -5% and Tb PYK inh 5%.
`O=C(CCC1N=C2c3ccccc3N=C(SCc3cccc(Cl)c3)N2C1=O)NCc1ccco1` (stereo not given) gave Pf growth 48h inconclusive, LmPK inhibitor 2%, Sm TGR block inconclusive, HCV inhibitor inconclusive and Tb PYK inh -3%.
Cc1ccc(-n2nc3c(=O)n(CC(=O)NCc4ccc(C)o4)nc(C)c3c2C)cc1 was read as Pf growth 48h 15%, LmPK inhibitor 6%, Sm TGR block inconclusive, HCV inhibitor inconclusive, Pf growth 96h inconclusive and Tb PYK inh 0%.

Looked up by compound from the list above, 2 records:
For Cc1cc(-c2nnco2)c(C)n1-c1ccccc1 the results were Pf growth 48h 48%[activator], LmPK inhibitor 3%, Sm TGR block -20%, HCV inhibitor 17%, Pf growth 96h inconclusive and Tb PYK inh -8%.
For CN1C(=O)C(=O)/C(=C(/O)c2ccc(Br)cc2)C1c1ccc(F)cc1 (stereo not given) the results were Pf growth 48h 16%, LmPK inhibitor -2%, Sm TGR block 1%, HCV inhibitor 21%, Pf growth 96h -13% and Tb PYK inh -1%.
